West Nile antiviral: West Nile virus antiviral activity, cell-based, CPE readout (AID 1621) | 290,000 tested, 0.02% active | West Nile virus-infected cells, CPE inhibition; higher % means a stronger effect | one-dose CPE inhibition, % at 10 µM; IC50 in µM for titrated hits; in the data active = a potency from the dose series; inconclusive = CPE inhibition mostly from about 3.7% at the one dose, without a potency; inactive = the rest, 99 in 100 with CPE inhibition below about 2.2%; also: strong numbers were not always called active
UTI89 phage lysis: protection from phage-mediated lysis, alamar blue read-out – E. coli UTI89, K1F phage, bacterial capsule biogenesis inhibitors (AID 488966); E. coli UTI89 K1F phage lysis, alamar blue, 2 h; higher % means a stronger effect; 340,000 tested, 0.02% active; one-dose inhibition, % at 100 µM; IC50 in µM for titrated hits;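 active = phage lysis inhibition, versus mean bacterial control, above a set limit; inconclusive = no clear call, values can overlap the other calls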;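 also: capsule biogenesis inhibitors block K1F phage lysis so surviving cells raise fluorescence; higher fluorescence means more inhibition of phage lysis; actives were called in the ten point dose series up to 300 µM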
AID2073: inhibitors of Mint1-CaV2.2 protein interaction, biochemical, HTRF (AID 2073) | HTRF protein-protein interaction, Mint1-CaV2.2; higher % means a stronger effect | one-dose inhibition, % at 20 µM; IC50 in µM for titrated hits | 290,000 tested, 0.19% active; in the data active = inhibition mostly above about 51%, no sharp cut-off; inconclusive = no clear call, values can overlap the other calls; inactive = mostly below about 53%; also: some results filed as inactive read as strong as hits
Rac1 GTP hydrolysis: MgcRacGAP GTPase-activating activity inhibitors, confirmation, biochemical, ADP Hunter fluorescence; MgcRacGAP-stimulated Rac1 GTP hydrolysis, ADP Hunter fluorescence; higher % means a stronger effect; GST-tagged Rac1 F28L mutant substrate; inhibition, % at 30 µM; hits with a dose series show IC50 in µM; 340,000 tested, 0.6% active;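 active = first-screen hits whose inhibition reached a set limit at any dose in the follow-up dose series; inconclusive = inhibition above the set first-screen limit but never retested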;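 also: fluorescence reports GDP produced by GAP-driven GTP hydrolysis; strong numbers were not always called active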
RSV antiviral HEp-2: inhibition of RSV-induced cytopathic effect – HEp-2 cells, primary 10 µM value included (AID 2391); one-dose CPE inhibition, % at 10 µM; IC50 in µM for titrated hits; 310,000 tested, 0.13% active; HEp-2 cells, RSV-induced CPE inhibition; higher % means a stronger effect; in the data active = a potency from the dose series; inconclusive = CPE inhibition mostly from about 23% at the one dose, without a potency; inactive = the rest, 99 in 100 with CPE inhibition below about 21%; also: strong numbers were not always called active
SIAH1 antagonists: Siah-1 peptide-binding antagonists, primary screen, biochemical, fluorescence polarization, rhodamine-plectin, uHTS (AID 1817); Siah-1 / rhodamine-plectin peptide fluorescence polarization; higher % means a stronger effect; one-dose displacement, % at 20 µM; IC50 in µM for titrated hits; 290,000 tested, 0.02% active;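 active = displacement of at least 50% at 20 µM, with a fluorescence ratio check between 0.3 and a set limit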;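 also: plate controls were Siah plus tracer with DMSO for no effect and tracer alone without Siah for full effect; strong numbers were not always called active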
SV40 large T antigen: TAg ATPase/helicase activity blockers – biochemical (AID 1903) | SV40 large T antigen ATPase/helicase inhibition assay; higher % means a stronger effect | one-dose inhibition, % at 20 µM; IC50 in µM for titrated hits | 310,000 tested, 0.39% active; in the data active = a potency from the dose series; inconclusive = inhibition mostly from about 32% at the one dose, without a potency; inactive = the rest, 99 in 100 with inhibition below about 32%; also: strong numbers were not always called active
NTR1 ag: agonists of NTR1, primary screen, imaging, U2OS cells, beta-arrestin-GFP, high content (AID 493036); NTR1-U2OS beta-arrestin-GFP spot imaging, agonist mode; activation, % at 20 µM; 330,000 tested, 0.17% active;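 active = activation at or above 40% of the spot to cytoplasm intensity ratio, with at least 20 cells analyzed; inconclusive = wells under 20 cells, flagged as cytotoxic or low count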;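 also: 0% = DMSO without peptide and 100% = 100 nM NTR1 peptide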
Target sequence (P30989 whole entry, looked up): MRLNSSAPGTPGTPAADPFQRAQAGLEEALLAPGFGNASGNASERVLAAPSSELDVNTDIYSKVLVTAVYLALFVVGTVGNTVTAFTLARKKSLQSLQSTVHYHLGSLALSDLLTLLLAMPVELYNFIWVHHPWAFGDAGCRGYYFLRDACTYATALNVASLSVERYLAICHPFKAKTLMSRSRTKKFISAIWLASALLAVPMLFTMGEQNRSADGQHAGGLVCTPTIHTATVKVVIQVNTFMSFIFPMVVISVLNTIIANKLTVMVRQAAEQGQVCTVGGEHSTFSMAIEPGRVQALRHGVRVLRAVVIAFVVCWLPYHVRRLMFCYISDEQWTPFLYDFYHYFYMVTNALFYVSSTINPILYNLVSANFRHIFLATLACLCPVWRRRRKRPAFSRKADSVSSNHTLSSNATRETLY
NS5 inhibitors: flavivirus cap methylation enzyme inhibition – biochemical, confirmation dose response, primary screen (AID 588689); Dengue-2 NS5 methyltransferase capping enzyme assay, biochemical; higher % means a stronger effect; inhibition, % at 25 µM; hits with a dose series show IC50 in µM; 340,000 tested, 0.3% active; in the data active = a potency from the dose series; inconclusive = inhibition above about 29% without an active follow-up result
NTR1 ag cell count 20 µM: recorded beside NTR1 ag, whose call it bears; cell count; measured here: cell count, cytotoxicity flag
* = called active by the depositor; ? = inconclusive; · = not tested or not shown; [ ] = another dose, or the depositor's remark.

SMILES	West Nile antiviral	UTI89 phage lysis	AID2073	Rac1 GTP hydrolysis	RSV antiviral HEp-2	SIAH1 antagonists	SV40 large T antigen	NTR1 ag	NTR1 ag cell count 20 µM	NS5 inhibitors
O=C(CN1CCN(c2ccccn2)CC1)NCc1cccs1	0.0%	1.2%	-4.5%	3.5%	0.8%	5.4%	7.4%	-0.8	68	4.8%
Cc1c(N)c(C(C)(C)C)cc(C(C)(C)C)c1[N+](=O)[O-]	-0.1%	-0.8%[50 µM]	0.4%	-1.6%	2.5%	5.4%	15.8%	13.6	71	2.5%
O=C(c1ccc2c(c1)OCO2)N1CCC2(CC1)Oc1ccc(F)cc1C(=O)C21CC(c2cccnc2)=NO1 (stereo not drawn)	-0.1%	-0.8%	7.5%	6.0%	0.4%	5.1%	9.8%	4.8	85	0.0%
COc1ccc(C2(CNC(=O)c3cccs3)CCOCC2)cc1	0.4%	-0.3%	-9.1%	-9.0%	1.1%	-0.9%	4.5%	0.1	50	3.8%
O=C(NCC1CCCO1)c1cccc(NC(=O)c2ccc(Br)cc2)c1 (stereo not drawn)	-0.5%	0.0%	7.1%	3.1%	4.7%	-1.8%	6.4%	0.0	58	-2.3%
O=[N+]([O-])c1cccc(NC(=S)NCCc2ccccc2)c1	-2.2%	0.0%	-23.1%	9.5%	-0.1%	-1.3%	2.4%	-1.6	60	-12.6%
O=C1CCC/C=C/C[C@@H](CC(=O)N(CCO)Cc2ccccc2)C(=O)NC[C@H](c2ccccc2)O1	·	1.6%	·	0.9%	·	·	·	-0.1	57	-2.5%
O=C1C2Sc3[nH]c(=O)sc3C(c3ccccc3)C2C(=O)N1c1ccc(Cl)cc1 (stereo not drawn)	0.3%	-0.3%	-8.0%	9.7%	2.3%	0.2%	5.5%	1.5	35	20.1%
COc1ccccc1OCCNC(=O)C1CC(=O)N(c2ccccc2OC)C1 (stereo not drawn)	·	1.6%[50 µM]	·	6.5%	0.3%	·	·	0.3	53	4.4%
COc1ccc(S(=O)(=O)Nc2c(C)n(C)n(-c3ccccc3)c2=O)c(Cl)c1Cl	-0.5%	0.0%	6.4%	2.3%	1.7%	10.5%	9.5%	1.5	56	-9.5%
COc1ccc(-n2cc(-c3ccc(OC(F)F)cc3)[n+]3c2CCCCC3)cc1	0.2%	0.2%	2.4%	14.2%	5.6%	1.6%	5.1%	-0.6	89	-1.8%
CC1(C)NC(=O)N(CC(=O)OCC(=O)Nc2cccc(F)c2)C1=O	0.2%	2.2%	-1.6%	6.5%	1.5%	5.8%	2.8%	-2.2	54	7.7%
CC1CCCCC1NC(=O)Cc1ccc(S(=O)(=O)N2CCOCC2)s1 (stereo not drawn)	·	1.3%[50 µM]	·	4.5%	0.6%	·	9.0%	0.0	47	-3.6%
O=C(CSc1ccccn1)N1CCN(S(=O)(=O)c2ccc(Cl)cc2)CC1	·	0.6%[50 µM]	·	12.0%	2.0%	·	23.4%	0.3	54	-6.7%
COc1ccc(C(=O)C[n+]2ccc3c(c2)nc(-c2ccccc2)n3C)cc1	1.6%	0.9%[50 µM]	1.9%	3.4%	7.7%	1.7%	0.4%	-0.4	64	-2.6%
CCCOP(=O)(c1ccc(N(C)C)cc1)C(O)c1ccc(Br)cc1 (stereo not drawn)	-0.9%	0.2%	7.5%	4.7%	-0.2%	-7.6%	14.0%	3.3	80	-1.9%
CCC(NC(=O)C1C2C=CC(C2)C1C(=O)O)c1ccc(C)cc1 (stereo not drawn)	0.3%	0.2%	-2.3%	-1.8%	-0.3%	2.3%	-1.0%	-1.8	56	-0.4%
CC1(C)OC(=O)C(=CNC(=O)c2c(F)cccc2F)C(=O)O1	0.4%	-0.7%	8.5%	16.4%	1.7%	8.1%	5.2%	1.2	34	1.4%
CN(C1CC(C)(C)NC(C)(C)C1)S(=O)(=O)CC12CCC(CC1=O)C2(C)C (stereo not drawn)	-0.4%	0.2%[50 µM]	8.9%	8.7%	-1.3%	2.7%	-3.0%	0.2	55	-3.9%
Cc1cccc(C2=NC(C(F)(F)F)(C(F)(F)F)c3c(n(-c4ccc(F)cc4)c(=O)[nH]c3=O)N2)c1	-1.3%	1.5%[50 µM]	19.1%	5.0%	1.5%	-0.9%	7.4%	1.2	46	-6.4%
COc1ccc(C(=O)NCC(C)(C)CNC(=O)c2ccc(OC)cc2)cc1	·	0.6%	·	12.5%	2.3%	·	11.7%	0.6	60	0.0%
COc1ccc(N(CC(=O)NC2CCCCC2)C(=O)c2snc(C(N)=O)c2N)cc1	-0.5%	0.2%	7.4%	3.8%	6.7%	13.7%	4.3%	-0.9	53	-2.4%
Cc1ccc(NC(C)C(=O)N/N=C/c2c[nH]c3ccccc23)cc1 (stereo not drawn)	-0.5%	0.0%	-5.3%	18.4%	2.6%	-2.2%	7.9%	-0.9	100	-3.6%
O=C(NC(=S)Nc1ccc(S(=O)(=O)N2CCCC2)cc1)c1cccs1	-1.2%	0.2%	-6.7%	5.3%	0.7%	-11.5%	8.5%	3.6	55	4.5%
Cc1ccc(CCN2CC(C(=O)NCCCOC(C)C)CC2=O)cc1 (stereo not drawn)	0.2%	7.8%	-9.2%	0.9%	0.4%	0.7%	13.3%	-1.1	75	-1.4%
CCn1c2ccccc2c2cc(NC(=O)c3ccc(=O)oc3)ccc21	-1.4%	·	51.8%	·	11.2%	3.3%	8.8%	2.6	50	·
CCOC(=O)[C@@H]1[C@H]2COc3ccc(Br)cc3[C@@H]2N2C(=O)N(c3ccc(C)cc3)C(=O)[C@@]12C	·	-2.7%	·	7.1%	·	·	·	0.3	60	0.8%
COc1cc(C(=O)OCC(=O)Nc2c(C)n(C)n(-c3ccccc3)c2=O)c([N+](=O)[O-])cc1OC	·	0.5%[50 µM]	·	11.3%	·	·	·	-0.3	47	-6.6%
CNC(=O)CN1C(=O)NC2(CCc3ccccc3C2)C1=O (stereo not drawn)	0.5%	0.3%	-2.9%	-1.1%	2.9%	-1.9%	0.5%	-1.2	67	0.7%
Cc1ccc(-c2c[n+](CC(=O)c3ccc(Br)cc3)c3n2CCCCC3)cc1	-0.8%	-1.3%	-11.2%	7.4%	2.8%	-5.7%	19.5%	1.8	47	1.5%
Cc1ccc(OCC(=O)Nc2ccccc2-c2ccccc2)cc1	-1.0%	0.4%[50 µM]	5.9%	-1.6%	7.0%	-3.1%	1.6%	6.8	64	-2.0%
O=C(c1ccc2c(c1)OCO2)N(c1ccccc1)C1C=CS(=O)(=O)C1 (stereo not drawn)	-0.1%	0.3%	-4.7%	10.4%	-0.3%	4.4%	20.6%	-1.8	53	-1.4%
COc1cccc(C=NCCNC(=O)c2nonc2N)c1O	0.1%	6.4%	5.7%	4.8%	2.4%	-2.0%	14.7%	-0.5	100	0.8%
COc1ccc(Cl)cc1C(=O)Nc1nc(C)cc(C)n1	-0.5%	-0.9%	7.7%	14.6%	-0.7%	2.8%	6.8%	0.3	67	·
CCN1CCN(c2nc3c(C)cccn3c(=O)c2/C=C(\C#N)S(=O)(=O)c2ccc(Cl)cc2)CC1	0.0%	-0.3%	8.6%	11.3%	-0.7%	16.2%	9.7%	2.5	49	-16.9%
Nc1ccc2nc(-c3ccc(Cl)cc3)[nH]c2c1	-0.2%	-0.2%	?	37.7µM*	1.6%	-0.6%	28.0%	0.6	104	-10.3%
N#Cc1cc([N+](=O)[O-])ccc1NC(=O)COC(=O)C1CC2CCCC(C1)C2=O (stereo not drawn)	·	-0.3%[50 µM]	·	-3.4%	-1.2%	·	15.8%	0.4	68	-2.2%
Cc1ccc2nc(N(CCN(C)C)C(=O)c3cc(Cl)sc3Cl)sc2c1	-0.3%	0.1%	-4.2%	-0.5%	1.6%	-3.2%	1.4%	1.2	56	5.8%
Cn1c(Cc2ccccc2)nnc1SCC(=O)N1CCCCC1	-0.1%	0.5%	-0.8%	4.6%	1.2%	0.5%	6.6%	0.0	83	-0.8%
NC(CSS(=O)(=O)O)=NCCC12CC3CC(CC(O)(C3)C1)C2	0.4%	1.4%[50 µM]	-9.2%	142µM*	2.5%	-4.7%	?	-0.7	75	17.9%
CCc1ccc(N2CC(C(=O)NC3CC3)CC2=O)cc1 (stereo not drawn)	-0.5%	0.0%	1.5%	7.2%	0.0%	-4.5%	12.7%	-0.4	70	4.7%
Cc1cc(C(=O)Nc2nnc(C(F)(F)F)s2)cs1	-0.6%	0.2%	13.1%	12.7%	5.4%	5.4%	19.2%	7.7	55	-4.0%
COc1ccc(C2=NN(C(=O)CCC(=O)O)C(c3ccccc3)C2)cc1 (stereo not drawn)	-0.1%	0.1%	0.9%	6.1%	·	0.4%	·	0.9	92	-2.0%
CC(=O)Nc1nnc(SCC(=O)N2CCc3ccccc32)s1	-0.9%	0.1%	-10.6%	7.6%	0.5%	1.5%	-6.0%	0.0	50	-9.1%
CCOc1cc(C2NC(=O)NC2=O)ccc1O (stereo not drawn)	0.1%	5.8%	-2.3%	6.0%	1.9%	-1.2%	-1.4%	-1.0	47	0.9%
COCc1c(Br)c(C)nc(OCC(=O)O)c1C#N	·	-1.3%	3.5%	-4.4%	1.3%	-5.3%	9.8%	0.8	44	0.8%
COc1ccc(S(=O)(=O)N2CCc3ccccc3C2)cc1	-0.2%	-0.6%	-3.4%	5.2%	-1.6%	-2.6%	-1.7%	0.3	39	-12.7%
Cc1ccc(C(=O)N/C(=C/c2ccco2)C(=O)NCc2ccco2)cc1	-0.1%	0.1%	6.1%	12.0%	-0.4%	-7.3%	16.3%	4.0	63	-12.2%
COCCN(C(=O)CCC(=O)Nc1ccccn1)C(C(=O)NC(C)C)c1ccc(Cl)cc1 (stereo not drawn)	-0.9%	-0.4%	-6.5%	-0.8%	0.1%	4.6%	5.7%	-0.1	49	-2.5%
COc1ccc(NC(=O)C(c2ccc(OC)cc2)N(C)C(=O)Cc2cccs2)cc1 (stereo not drawn)	-0.7%	0.6%[50 µM]	-1.8%	3.9%	2.1%	5.0%	1.2%	0.1	77	-2.5%

(list continues)
SMILES	West Nile antiviral	UTI89 phage lysis	AID2073	Rac1 GTP hydrolysis	RSV antiviral HEp-2	SIAH1 antagonists	SV40 large T antigen	NTR1 ag	NTR1 ag cell count 20 µM	NS5 inhibitors
CCOC(=O)N1CCN(C(=O)c2cc(Cl)c(Cl)cc2C(=O)O)CC1	0.5%	-0.9%	-17.4%	-0.1%	0.3%	0.8%	1.8%	-0.6	70	0.8%
CC(C)c1ccc(-c2nc3ccccc3s2)cc1	-0.4%	-0.1%	-2.4%	10.9%	10.6%	0.7%	6.6%	8.2	64	3.2%
Cc1nnc(NC(=O)CSCc2ccccc2)s1	0.0%	1.2%	-4.4%	-2.0%	1.2%	-3.3%	-3.4%	-2.3	56	0.0%
CC(Oc1ccc(Br)cc1Cl)C(=O)Nc1ccncc1 (stereo not drawn)	-0.7%	-0.1%	-5.3%	5.4%	-0.2%	-2.5%	10.7%	0.8	50	-2.3%
O=c1c2ccccc2[nH]c2ccc(F)cc12	-0.8%	1.6%	22.1%	10.1%	4.8%	-4.5%	4.6%	1.0	87	-6.7%

No enrichment for hits; about 1.6% have a hit in one of these screens.
